From PubChem
MPTP inh = mitochondrial permeability transition pore inhibitors, primary screen, biochemical, isolated mouse mitochondria, absorbance; Ca2+ swelling absorbance, 30 min; inhibition, % at 10 µM; actives 1.4% (n = 360,000); AID 602449, 2012;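 active = inhibition of 50% or more, scaled per plate between neutral and stimulator controls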;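 also: 0% = DMSO wells given calcium and 100% = 1 mM EGTA wells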
* hit, by the source's call. The list is partial; count on the stated rates, not on these rows.

SMILES	MPTP inh
Cc1ccc([C@H]2C[C@@H](n3cc(-c4ccc(F)cc4)nn3)[C@H](O)CN2C(=O)c2cccs2)cc1	-1.8
O=C(O)c1cnc2ccc(Cl)cc2n1	-0.2
CC1(C(=O)NS(=O)(=O)c2ccccc2)CCN1C(=O)C/C=C/c1ccccc1 (stereo unspecified)	-0.5
c1ccc(SC23CCCCN(CCC2)[C@]32CO2)cc1 (stereo partly specified)	-0.1
COc1ccc(OCC(=O)N2CCN(S(=O)(=O)c3ccc4c(c3)OCCO4)CC2)cc1	-0.1
O=C(NCc1ccccc1)C(c1cc2ccccc2o1)n1c(=O)c(-c2ccccc2)nc2ccccc21 (stereo unspecified)	2.6
Cc1cc(C)c2c(CN3CCN(c4ccccc4F)CC3)cc(=O)oc2c1	1.0
CCc1nc2ccc(C(=O)N(C)Cc3ccccc3)cn2c1N(CC)CCN(C)C	2.9
O=C(NCC(=O)N1CCN(Cc2c(F)cccc2Cl)CC1)c1cccs1	-0.5
Cn1cc(Cc2ccc(C(=O)N3CCCCC3)cn2)c2ccccc21	-2.3
O=C1OC(COCC#Cc2ccccc2)CN1c1ccccc1 (stereo unspecified)	0.3
CCCS(=O)(=O)NC(=O)C1(C)CCN(C(=O)c2cccs2)C1 (stereo unspecified)	0.5
CC1(Oc2cccc(F)c2)CCN(Cc2ccc(-c3ccccc3)o2)C1 (stereo unspecified)	0.7
O=C1OC(c2ccc(F)cc2)CC1CN1CCOCC1 (stereo unspecified)	1.0
O=C(C[n+]1cccc(C(=O)Nc2ccccc2)c1)c1ccccc1	-1.8
CCOC(=O)[C@]12CCC=C1N(Cc1ccccc1)C(=O)[C@H](CC(=O)N1CCN(C(=O)c3ccco3)CC1)C2	0.6
CC1(C(=O)NCc2ccccc2Br)CCN1Cc1ccc(-c2ccccn2)cc1 (stereo unspecified)	2.0
O=C1c2ccccc2C(=O)N1CC(O)COc1cccc2ccccc12 (stereo unspecified)	-0.2
N#Cc1cccc(C=C(C(=O)c2ccccc2)c2ccccc2)c1	1.1
CCC1Cc2[nH][nH]c(=O)c2C(CC)O1 (stereo unspecified)	-0.6
CCOC(=O)[C@]12CCC=C1N(Cc1ccco1)C(=O)[C@H](CC(=O)NCCCN1CCCC1=O)C2	-0.3
CC1(C(=O)NS(=O)(=O)c2ccc(C#N)cc2)CCN1C(=O)C1(c2ccc(Cl)cc2)CC1 (stereo unspecified)	0.6
Cc1noc(-c2ccccc2)c1NC(=O)Nc1ccc2nc([C@H]3C[C@H](O)[C@@H](CO)O3)[nH]c2c1	-3.0
C[C@H]1CN([C@@H](C)CO)C(=O)c2cc(Br)cnc2O[C@H]1CN(C)C(=O)c1ccccn1	-0.3
CC1(C(=O)NCc2ccccc2)Cc2c(-c3ccc(C(N)=O)cc3)ccnc2O1 (stereo unspecified)	0.0
O=S1(=O)CC(N2CCSCC2)CN1Cc1cn(Cc2cccc(C(F)(F)F)c2)nn1 (stereo unspecified)	0.7
O=C(CCN1CCCO1)N1CCCC(Nc2cccc(F)c2)C1 (stereo unspecified)	-1.5
CCCC(=O)N1CCCC(c2cc(C(=O)Nc3ccccc3)no2)C1 (stereo unspecified)	0.6
COC(=O)/C=C1\OCc2c(F)cccc21	1.1
N#Cc1cccc(NC(=O)c2cc(C3CCCCN3C(=O)c3ccc4c(c3)CCO4)on2)c1 (stereo unspecified)	-1.9
N#CCC(=O)Nc1ccc(C(=O)OCC(=O)Nc2cc(-c3ccccc3)nn2-c2ccccc2)cc1	1.8
O=C(C[C@@H]1CC[C@@H]2[C@H](COC[C@H](O)CN2C(=O)Nc2ccc(F)cc2)O1)NCCc1ccncc1	-2.0
C[C@H](CO)N1C[C@H](C)[C@@H](CN(C)S(=O)(=O)c2ccc(Cl)cc2)OCc2cnnn2CCCC1=O	-0.8
CN1CCCC1CN1CCCC1 (stereo unspecified)	-2.5
CC(=O)c1cc2cccc(OC3(C)CCN(Cc4ccc(-c5ccccn5)cc4)C3)c2o1 (stereo unspecified)	-1.3
COC(=O)[C@@]12C[C@@H](CC(=O)NCc3ccccc3)C(=O)N(Cc3ccccc3)C1=CCC(C)(C)C2	3.2
CC1(C(=O)O)CCCN(C(=O)c2ccc3c(c2)C(C)(C)CCC3(C)C)C1 (stereo unspecified)	0.1
COCCNC(=O)C1CCCN(C(=O)c2nc3ccccc3s2)CC1 (stereo unspecified)	-1.3
CCN(CC)S(=O)(=O)c1ccc(O)c(C(=O)OCC(=O)N2CCCc3ccccc32)c1	-0.5
COc1ccc(CCN2CC(C(=O)OCC(=O)c3c(N)n(CC(C)C)c(=O)n(C)c3=O)CC2=O)cc1OC (stereo unspecified)	-0.1
Nc1ncnc2c1ncn2[C@@H]1O[C@H](C(=O)N2CCN(Cc3ccccn3)CC2)[C@@H](O)[C@H]1O	-0.1
CC1(C(=O)NS(=O)(=O)C2CC2)CCCN(C(=O)c2cccnc2Oc2ccccc2)C1 (stereo unspecified)	-0.5
C[C@H](CO)N1C[C@H](C)[C@@H](CN(C)C(=O)Nc2ccc(F)cc2)Oc2ncc(-c3ccc(F)cc3)cc2C1=O	-0.2
CC(=O)Nc1cc(-c2ccncc2)cn2c(-c3ccccc3)cnc12	0.3
CC(C)(C)n1nnnc1C(c1ccccc1)N1CCN(CCN2CCOCC2)CC1 (stereo unspecified)	-0.3
CCCCOCCCNC(=O)C[C@@H]1C[C@@]2(C(=O)OC)CCCCC=C2N(Cc2ccc(Cl)cc2Cl)C1=O	-1.7
CCOC(=O)C1=CC[C@@H](c2cccc(Br)c2)N(S(=O)(=O)c2ccc(F)cc2)[C@H]1c1cccc(Cl)c1	4.4
COc1cc(Cn2c3ccc(NC(=O)CCc4cccnc4)cc3c(=O)n2C)ccc1F	-0.1
N#Cc1ccc(-c2nc3c4ccccc4ccn3c2CC2CCCCC2)cc1	1.8
O=C(C1CCCCC1)N1C[C@@H](O)[C@H](n2cc(-c3ccc(F)cc3)nn2)C[C@@H]1c1ccc(Cl)cc1	-0.9
COC(=O)N(C)C[C@H]1OCc2cnnn2CCCC(=O)N([C@@H](C)CO)C[C@@H]1C	0.5
CN(C)c1ccc(CNC(=O)C2(C)Cc3c(-c4ccc5c(c4)OCO5)ccnc3O2)cc1 (stereo unspecified)	-1.4
CCOC(=O)C1=CCC(c2ccccc2C)N(S(=O)(=O)c2ccc(C)cc2)C1 (stereo unspecified)	-0.1
NNC(=O)CNC(=O)Nc1n[nH]c(=S)s1	0.7
Fc1ccc(-c2nc3ccc(Cl)cn3c2Cc2ccsc2)cc1	-1.2
CCCCC(=O)N(C)c1c(C)nc2ccc(C(=O)N3CCN(C(C)=O)CC3)cn12	0.1
Cc1cccc(N2CCN(C3C(=O)Nc4ccccc4-n4nnnc43)CC2)c1C (stereo unspecified)	0.3
COC(=O)[C@@]12C[C@@H](CC(=O)NCc3ccc(OC)c(OC)c3)C(=O)N(CCc3ccc(OC)c(OC)c3)C1=CCC(C)(C)C2	-0.9
Cc1ccc(Cc2c(-c3cccc(Cl)c3)nc3c(C)cc(Br)cn23)cc1	0.8
FC(F)(F)c1cccc(-c2cc3nc(NCCCn4ccnc4)ccn3n2)c1	1.1
Further compounds follow:
SMILES	MPTP inh
COC(=O)[C@@]12C[C@@H](CC(=O)NCc3ccc(OC)c(OC)c3)C(=O)N(Cc3cccc4ccccc34)C1=CCC(C)(C)C2	-1.5
CC[C@H](C)[C@H]1CNC(=S)N1CC1CCN(CCC(C)C)CC1	-1.6
CCNC(=O)C1CCCN(C(=O)c2cc(OC)c(OC)c(OC)c2)CC1 (stereo unspecified)	0.3
COc1cccc(Cn2cnc(-c3ccccc3OC)c2-c2cccnc2)c1	-1.0
CCCNC(=O)C1(C)CCN(C(=O)c2cc(C)nn2C(C)(C)C)C1 (stereo unspecified)	-0.6
O=C(NCc1ccccc1F)Nc1nnc([C@@H]2C[C@H](O)[C@@H](CO)O2)s1	-1.8
CCC/C=C/c1ccc(CN2C(C)C(=O)N(Cc3cn(CCOCOC)nn3)CCS2(=O)=O)cc1 (stereo unspecified)	0.1
CCOC(=O)Cc1ccc(Nc2nc(NCc3ccccc3)nc3ccsc23)cc1	1.7
CC1CCC(NC(=O)C2CCC(CNS(=O)(=O)c3ccc4c(c3)C(C)(C)C(=O)N4C)CC2)CC1 (stereo unspecified)	-0.2
CCCCNc1c(-c2cccc(OC)c2)nc2nc(C)cc(C)n12	0.6
CN(c1ccccc1)S(=O)(=O)c1cccc(C(=O)NCC(c2cccs2)N2CCOCC2)c1 (stereo unspecified)	1.1
CCCNC(=O)N1C[C@H](O)COC[C@H]2O[C@@H](CC(=O)N[C@@H]3CCN(Cc4ccccc4)C3)CC[C@@H]21	0.7
Nc1ncnc2c1ncn2[C@@H]1O[C@H](C(=O)N2CCN(c3nc4ccccc4o3)CC2)[C@@H](O)[C@H]1O	-0.7
CC(=O)Nc1cc(-c2ccccc2)cn2c(-c3ccc(F)c(Cl)c3)cnc12	-1.7
CC(Oc1ccccc1)C(=O)N1CCN(S(=O)(=O)c2ccc(OC(F)(F)F)cc2)CC1 (stereo unspecified)	-1.7
CC(=O)Nc1cc(-c2ccccc2N(C)C)cn2c(-c3ccccc3)cnc12	0.7
C[C@H](c1ccccc1)N1C[C@@H](COCc2ccccc2)Oc2cc(N3CC[C@@H](N(C)C)C3)ccc2S1(=O)=O	2.7
COc1cccc(CN(C)C(=O)CC[C@H]2O[C@@H](n3ccc(=O)[nH]c3=O)[C@H](O)[C@@H]2O)c1	-0.2
CC1(C(=O)O)CCCN1C(=O)c1cccc(C(F)(F)F)c1 (stereo unspecified)	-0.7
O=C(COC(=O)c1cccnc1Cl)Nc1ccc(N2CCOCC2)cc1	-0.9
CC1(C(=O)Nc2cccc3cccnc23)CCN1Cc1csc2ccccc12 (stereo unspecified)	1.7
CC(C)C[C@@H](CN1CCC[C@H]1CN1C(=O)C(=O)NC[C@@H]1Cc1ccc(O)cc1)N1C[C@H](Cc2ccccc2)N(CCc2ccccc2)C(=O)C1=O	-2.6
Cc1ccccc1CNC(=O)c1csc([C@@H]2O[C@H](CO)[C@@H](O)[C@H]2O)n1	-2.7
CCCCCCCCN1C(=O)[C@H](CC(=O)NCCCOC)C[C@@]2(C(=O)OC)CCCCC=C12	-2.5
NC(=S)NN=Cc1nccc2c(N)cccc12	2.4
C[C@H]1COc2cc(N3CCC[C@H]3CO)ccc2S(=O)(=O)N1	-0.6
Cc1ccc(-c2ccc3c(c2)O[C@H](CN(C)C(=O)Nc2ccc(C(F)(F)F)cc2)[C@H](C)CN([C@H](C)CO)S3(=O)=O)cc1	2.6
Cc1ccc(S(=O)(=O)N2C[C@H]3C(=O)C[C@@H](c4ccccc4)N(S(=O)(=O)c4ccccc4[N+](=O)[O-])[C@H]3C[C@H]2c2ccccc2)cc1	-0.1
C[C@H]1Cn2cnc(C(=O)Nc3ccc(CNC(=O)OC(C)(C)C)cc3)c2C(=O)N1	-0.4
CC1(C(=O)NCc2ccccc2)CN(S(C)(=O)=O)CC(=O)N1C1CC1 (stereo unspecified)	-2.4
C=C1C[C@@H]2C[C@@H]2CN(S(=O)(=O)c2ccc(C)cc2)[C@@H]1COCc1ccccc1	1.1
CCOC(=O)[C@]12CCCC=C1N(Cc1cccc3ccccc13)C(=O)[C@H](CC(=O)NCC13CC4CC(CC(C4)C1)C3)C2	-0.7
COc1ccc(NC(=O)C2Cc3c(-c4ccc(NC(C)=O)cc4)ccnc3O2)cc1OC (stereo unspecified)	0.2
COc1cccc(CN2C(=NC(=O)C3CCCO3)SC3CS(=O)(=O)CC32)c1 (stereo unspecified)	-0.1
Cc1ccc(S(=O)(=O)NN=C2CCc3ccccc32)cc1	-0.8
COC(=O)c1ccc2nc(-c3ccc(OC)c(OC)c3)c(Cc3ccccc3)n2c1	-1.2
CCCCCNC(=O)C(c1cccc2ccccc12)n1c(=O)c(-c2ccccc2)nc2ccccc21 (stereo unspecified)	3.1
CCOc1ccc(S(=O)(=O)NCCC(=O)NCC(c2ccc(OC)cc2)N2CCOCC2)cc1 (stereo unspecified)	-0.1
COc1ccc(-c2cnc3c(NC=O)cc(-c4ccc(S(C)(=O)=O)cc4)cn23)cc1OC	-0.1
O=C1NC[C@H](CCCCN2C[C@H](Cc3ccccc3)N(CCC3CCCCC3)C(=O)C2=O)N(CC2CCCCC2)C1=O	-6.5
CC1(C(=O)NS(=O)(=O)Cc2ccccc2)CCN1C(=O)Cc1ccccc1 (stereo unspecified)	-0.5
Cc1cccc(S(=O)(=O)N(C)C[C@@H]2OCc3cnnn3CCCC(=O)N([C@H](C)CO)C[C@@H]2C)c1	-0.7
COc1ccc(CC(N)c2csc(NC(=O)c3cccs3)n2)cc1 (stereo unspecified)	2.0
COc1ccc(C(C)=O)cc1CN1C(=O)C(C)ON=C1c1ccccn1 (stereo unspecified)	-0.1

A different layout for some results above:
Structure | MPTP inh
C=C1C[C@@H]2C[C@@H]2CN(S(=O)(=O)c2ccc(C)cc2)[C@@H]1COCc1ccccc1 | 1.1
CCOC(=O)[C@]12CCCC=C1N(Cc1cccc3ccccc13)C(=O)[C@H](CC(=O)NCC13CC4CC(CC(C4)C1)C3)C2 | -0.7
COc1ccc(NC(=O)C2Cc3c(-c4ccc(NC(C)=O)cc4)ccnc3O2)cc1OC (stereo unspecified) | 0.2
COc1cccc(CN2C(=NC(=O)C3CCCO3)SC3CS(=O)(=O)CC32)c1 (stereo unspecified) | -0.1
Cc1ccc(S(=O)(=O)NN=C2CCc3ccccc32)cc1 | -0.8
COC(=O)c1ccc2nc(-c3ccc(OC)c(OC)c3)c(Cc3ccccc3)n2c1 | -1.2
CCCCCNC(=O)C(c1cccc2ccccc12)n1c(=O)c(-c2ccccc2)nc2ccccc21 (stereo unspecified) | 3.1
CCOc1ccc(S(=O)(=O)NCCC(=O)NCC(c2ccc(OC)cc2)N2CCOCC2)cc1 (stereo unspecified) | -0.1
COc1ccc(-c2cnc3c(NC=O)cc(-c4ccc(S(C)(=O)=O)cc4)cn23)cc1OC | -0.1
O=C1NC[C@H](CCCCN2C[C@H](Cc3ccccc3)N(CCC3CCCCC3)C(=O)C2=O)N(CC2CCCCC2)C1=O | -6.5
CC1(C(=O)NS(=O)(=O)Cc2ccccc2)CCN1C(=O)Cc1ccccc1 (stereo unspecified) | -0.5
Cc1cccc(S(=O)(=O)N(C)C[C@@H]2OCc3cnnn3CCCC(=O)N([C@H](C)CO)C[C@@H]2C)c1 | -0.7
COc1ccc(CC(N)c2csc(NC(=O)c3cccs3)n2)cc1 (stereo unspecified) | 2.0
COc1ccc(C(C)=O)cc1CN1C(=O)C(C)ON=C1c1ccccn1 (stereo unspecified) | -0.1
